GLP-1R agonist: qHTS of GLP-1 Receptor Agonists | HEK293 GLP-1R CRE-luciferase, luminescence, 4-6 h; cells express a hypersensitive GLP-1R form | hit rate 0.007% among 380,000 | Glucagon-like peptide 1 receptor (Homo sapiens), P43220 | Potency, µM (highest dose often 45.6 µM), for the others: at the top dose activation, actives largely listed as activators | AID 624172, 2012; note: potency is the fitted concentration of half-maximal effect; % of control where 0% means no effect
KB-V1 cytotox: qHTS assay for MDR1-selective chemotherapeutics: Primary screen using the drug-selected MDR subline cells KB-V1; KB-V1 MDR cells viability, CellTiter-Glo, 72 h; Potency, µM (top dose mostly 46.1 µM), inactives show top-dose activity change, negative = cytotoxicity, hits mostly cytotoxic; hit rate 3.4% among 400,000; AID 1347076, 2019; note: potency is the fitted concentration of half-maximal effect; % is set by controls: 0 for no effect and ±100 for the full control effect; nearly all actives have a fitted effect of over 60% in size
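Drug-selected KB-V1 cells, grown in DMEM lacking phenol red with 10% FBS, receive compound titrations; after three days at 37 degrees C, surviving cell ATP is quantified by CellTiter-Glo luminescence and responses normalized and curve-fitted.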
TDP-43 yeast inh: qHTS of TDP-43 Inhibitors; TDP-43 expressing yeast growth rescue, BacTiter-Glo, 24 h; Potency, µM (highest dose often 46.1 µM), without a hit: at the top dose growth rescue (activation), usual class: activators; hit rate 1.8% among 410,000; AID 652104, 2013; note: potency is the fitted concentration of half-maximal effect; % of control where 0% means no effect; nearly all actives have a fitted effect of over 50% in size
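Yeast expressing TDP-43 (pregrown in raffinose, seeded at OD600=0.02 in galactose medium) exposed to compounds 24 hr at 30 deg C. Growth read by BacTiter-Glo luminescence; rescue of toxicity appears as increased signal.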
GLP1R cytotox: qHTS of GLP-1 Receptor Inverse Agonists: Cytotox Screen. AID 624418, 2012. HEK293 cAMP-luciferase reporter cells, luminescence, 24 h. Potency, µM (doses to about 38.3 µM), for inactives: at the highest dose activity change, negative = inhibition, actives largely listed as inhibitors. hit rate 0.13% among 410,000;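 note: loss of luciferase light is scored as toxicity; potency is the fitted concentration of half-maximal effect; % is set by controls: 0 for no effect and ±100 for the full control effect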
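Step one: seed cells (200 cells/uL, DMEM with 10% Nu serum, 1% pen-strep). Step two: 12-hour incubation at 37 deg C. Step three: pin 23 nL compound, incubate 24 hr. Step four: add luciferase reagent, read luminescence 12 min later.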
aSyn rescue: qHTS of alpha-syn Inhibitors; hit rate 0.14% among 370,000; Potency, µM (highest dose often 46.1 µM), without a hit: at the top dose growth rescue (activation), usual class: activators; Yeast expressing alpha-synuclein, growth rescue, BacTiter-Glo, 24 h; note: potency is the fitted concentration of half-maximal effect; % of control where 0% means no effect; nearly all actives have a fitted effect of over 65% in size
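Screening used galactose-induced yeast with toxic alpha-synuclein levels, exposed to compound for 24 hr at 30 deg C. Cell growth, read with BacTiter-Glo luminescence, gave the measured signal.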
D3 antag: qHTS of D3 Dopamine Receptor Antagonist: qHTS; max response, negative = inhibition, %; D(3) dopamine receptor (Homo sapiens), P35462; AID 652054, 2013; D3R cells, DiscoveRx beta-arrestin luminescence, antagonist mode; active compounds read low; hit rate 2.5% among 360,000; in the data active = max response below about -50%; inconclusive = no clear call, values can overlap the other calls; note: % is set by controls: 0 for no effect and ±100 for the full control effect; mostly tested at two doses, the higher about 12 µM
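Cells expressing the human receptor were seeded at 1500 cells/well, incubated overnight at 37 degrees C in 5% CO2, then exposed to library compounds with dopamine controls for 90 minutes at 37 degrees C before luminescent detection.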
PTHR1 ag: qHTS for PTHR1 Agonists: Primary Screen; hit rate 0.075% among 410,000; Parathyroid hormone/parathyroid hormone-related peptide receptor (Homo sapiens), Q03431; HEK293 GP2 PTHR1 cells, GloSensor cAMP luminescence, 1 h; Potency, µM (series often up to 115 µM), for the others: at the highest dose activation, actives largely listed as activators; AID 743266, 2014; note: potency is the fitted concentration of half-maximal effect; nearly all actives have a fitted effect of over 55% in size; some results filed as inactive show a strong effect at the top dose; inactives centre near -15; many of its hits are not listed in these tables
Target sequence (Q03431 whole entry, looked up): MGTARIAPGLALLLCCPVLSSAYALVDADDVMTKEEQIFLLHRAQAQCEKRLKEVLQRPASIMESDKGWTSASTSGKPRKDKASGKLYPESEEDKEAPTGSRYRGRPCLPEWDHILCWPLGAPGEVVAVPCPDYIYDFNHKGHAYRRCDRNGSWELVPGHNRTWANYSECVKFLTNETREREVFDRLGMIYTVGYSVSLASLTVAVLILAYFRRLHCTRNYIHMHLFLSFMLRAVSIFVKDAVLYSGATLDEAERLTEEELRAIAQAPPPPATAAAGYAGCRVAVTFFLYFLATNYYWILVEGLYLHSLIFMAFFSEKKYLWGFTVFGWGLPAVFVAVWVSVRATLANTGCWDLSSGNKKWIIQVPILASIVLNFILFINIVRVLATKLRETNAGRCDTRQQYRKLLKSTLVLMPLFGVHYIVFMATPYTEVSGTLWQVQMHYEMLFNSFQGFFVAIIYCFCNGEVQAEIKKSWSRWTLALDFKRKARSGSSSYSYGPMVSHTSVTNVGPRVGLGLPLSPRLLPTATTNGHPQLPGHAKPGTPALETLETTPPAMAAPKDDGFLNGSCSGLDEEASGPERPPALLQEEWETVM
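HEK-293-derived GP2 cells expressing PTHR1 and a GloSensor cAMP reporter, 3,000/well, plated overnight, given luciferin plus IBMX (each 0.5 mM as added) for 1 h at 37 °C, then compound for 1 h at 37 °C. Luminescence was read after 15 min at room temperature.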
GLP-1R inv ag: qHTS of GLP-1 Receptor Inverse Agonists (Inhibition Mode); AID 624417, 2012; HEK293 GLP-1R CRE-luciferase, luminescence, 24 h; GLP-1R form is constitutively active; hit rate 1.6% among 410,000; Potency, µM (doses to about 38.3 µM), without a hit: top-dose activity change, negative = inhibition, most hits filed as inhibitors; Glucagon-like peptide 1 receptor (Homo sapiens), P43220; note: potency is the fitted concentration of half-maximal effect; % is set by controls: 0 for no effect and ±100 for the full control effect; nearly all actives have a fitted effect of over 55% in size
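Seeding at 200 cells/uL, 12 h culture, 24 hr compound treatment, then luciferase reagent and a luminescence read; cells are HEK293 stably expressing a constitutively active GLP-1R plus cAMP-responsive luciferase.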
DRD3 agonist: qHTS of D3 Dopamine Receptor Agonist: qHTS | D3R DiscoveRx beta-arrestin cells, luminescence, 90 min | D(3) dopamine receptor (Homo sapiens), P35462 | max activation, % | AID 652048, 2013 | hit rate 0.58% among 410,000; in the data active = max activation above about 30%; note: 0% is about no effect; mostly tested at two doses, the higher about 12 µM
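Agonist-mode cell screen: cells plated at 1500/well and incubated overnight at 37 °C, then exposed to library compounds for 90 min at 37 °C. Detection reagent was added for 30–60 min at room temperature, and luminescence was read.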
Numbers without * were called inactive; i = inactive; ? = inconclusive; nt = no result given; & = joins results of further samples; [ ] = dose if it differs, or a comment. Unless noted, calls come from the whole dose curve; as a rule, active = well fitted curve in the direction sought with a large enough effect; inconclusive = small, poorly fitted or top-dose-only effect, or another doubt; inactive = no such curve, though single readings can be large; an effect the other way counts as inactive or inconclusive.

SMILES	GLP-1R agonist	KB-V1 cytotox	TDP-43 yeast inh	GLP1R cytotox	aSyn rescue	D3 antag	PTHR1 ag	GLP-1R inv ag	DRD3 agonist
CC(=O)Nc1cccc(Oc2ncnc3scc(-c4ccc(C(C)C)cc4)c23)c1	17.8%	20.6µM*	?	10.1%	13.9%	7.6	-28.8%	?	1.0
CCCNC(=O)C1(C)CCN(C(=O)c2ccc(OC(F)F)cc2)C1 (stereo not given)	-0.5%	3.4%	3.1%	3.4%	1.1%	-15.2	-17.5%	24.0%	-1.7
Cc1nnc(SCC(=O)NNC(=O)c2ccc(Cl)cc2)n1CC1CCCO1 (stereo not given)	-1.4%	5.2%	-32.7%[inhibitor]	11.1%	0.5%	-18.7	i	26.2%	-9.3
COc1nc(C)nc2c1ccc1ccccc12	12.7%	15.8%	-4.5%	-10.9%	-2.8%	-0.6	-7.4%[57.5 µM]	16.1%	2.6
Cc1c(NC(=S)NC(=O)c2cc3ccccc3o2)cccc1C(=O)O	-5.3%	-7.9%	16.1%	3.0%	2.2%	?	i	-25.4%	-3.7
CC(C)c1nnc(NC(=O)CCC(=O)NCC2CCCO2)s1 (stereo not given)	3.1%	14.3%	-4.6%	3.8%	-9.6%	42.9	i	1.7%	-1.2
O=C(NCc1cccc(F)c1)C1CCC(=O)N(CCCN2CCOCC2)C1 (stereo not given)	2.3%	-1.8%	-12.2%	7.3%	-0.6%	11.7	i	12.7%	0.4
COc1ccc(-c2nc(CSCC(=O)NCc3ccco3)c(C)o2)cc1	4.6%	13µM*	-1.7%	-7.1%	4.5%	14.3	-9.7%[57.5 µM]	0.0%	4.6
CCCCNC(=O)CCn1nc(-c2ccccc2)ccc1=O	3.3%	-12.5%	-3.9%	10.4%	2.1%	2.2	i	7.3%	6.2
CC1CCN(CCCNC(=O)C2CCC(=O)N2C2CCCC2)CC1 (stereo not given)	-5.2%	11.8%	-11.6%	-7.5%	0.0%	-21.7	-1.9%[57.5 µM]	4.9%	-14.7
O=C(O)c1ccc(NC(=O)c2ccc(COc3ccc(Cl)cc3)o2)cc1	-4.0%	2.8%	4.5%	0.3%	-1.3%	-8.9	-11.6%	44.6%[activator]	-0.2
N#Cc1c(-c2ccccc2)cc(-c2ccccc2)nc1SCC(=O)Nc1ccc(Cl)cc1	nt	0.0%	20.7%	55.1%[activator]	nt	nt	i	-6.4%	-7.7
COc1ccc(CCNS(=O)(=O)c2cc(-c3cc(C)no3)ccc2C)cc1OC	nt	14.1%	11.7%	0.3%	nt	nt	-11.3%	5.9%	4.6
COc1ccccc1OCC(=O)/C=C1/N(C)c2ccccc2C1(C)C	8.9%	?	14.1µM*	2.7%	0.7%	17.1	-44.5%[inhibitor]	10µM*	6.2
Cc1n[nH]c(C)c1CCc1nc2c3ccccc3nc(SCC(=O)Nc3ccc(F)cc3)n2n1	nt	-8.0%	2.3%	?	nt	nt	i	?	-5.0
CCCc1cc(=O)[nH]c(SCC(=O)NC2(C#N)CCCCC2)n1	-3.4%	11.9%	-2.5%	-4.4%	-17.7%	-19.7	-20.3%	2.3%	-5.7
COc1ccccc1NC(=O)C1CCCN(S(=O)(=O)c2c(C)noc2C)C1 (stereo not given)	-4.1%	?	7.1%	0.9%	0.5%	5.6	i	9.1%	12.3
COc1ccc(-c2csc(NC(=O)c3nc(-c4ccccc4)oc3C)n2)cc1	3.6%	?	-1.5%	14.7%	-2.2%	-18.2	i	26.3%	2.5
O=C(CSc1nnc(Cn2nnc3ccccc32)o1)N(Cc1ccc(Cl)cc1)c1ccccc1	-10.2%	-18.8%	20.3%	-19.9%	12.7%	-9.3	-23.2%[57.5 µM]	?	-4.7
O=C(COc1cccc(NC(=O)c2ccco2)c1)c1ccc(F)cc1	-0.5%	-4.3%	-25.4%	-16.0%	-12.1%	-12.9	-13.3%	?	-4.6
CCOC(=O)N1CCN(C(=O)c2ccc3c(c2)N(Cc2cccc(Cl)c2)C(=O)c2ccccc2S3=O)CC1 (stereo not given)	-0.8%	-18.4%	-12.9%&12.6%	-3.2%&-6.1%	-1.6%	-9.0	-7.6%&-7.6%	-14.9%&-27.8%	2.6&4.9
COc1ccc(S(=O)(=O)NCc2ccccn2)cc1	-3.0%	-4.1%	-13.4%	1.6%	-6.4%	0.0	-7.7%	20.1%	-15.4
CCCCn1nc(C(=O)Nc2ccc3c(c2)OCCO3)c2ccccc2c1=O	21.1%	-2.9%	?	-1.9%	-8.6%	31.2	-95.1%[inhibitor]	?	1.2
CN1CCN(C(=O)/C(=C\c2cccs2)NC(=O)c2ccco2)CC1	-2.2%	-1.6%	10.0%	-16.2%	7.8%	-7.7	-24.9%	13.2%	-2.5
CN1CCN(C2=C(Cl)C(=O)c3ccccc3C2=O)CC1	-12.1%	?	7.7%	?	-1.3%	?	-36.6%[inhibitor]	?	-19.8

Among those listed so far, 6 contain a Cl atom:
SMILES	GLP-1R agonist	KB-V1 cytotox	TDP-43 yeast inh	GLP1R cytotox	aSyn rescue	D3 antag	PTHR1 ag	GLP-1R inv ag	DRD3 agonist
Cc1nnc(SCC(=O)NNC(=O)c2ccc(Cl)cc2)n1CC1CCCO1 (stereo not given)	-1.4%	5.2%	-32.7%[inhibitor]	11.1%	0.5%	-18.7	i	26.2%	-9.3
O=C(O)c1ccc(NC(=O)c2ccc(COc3ccc(Cl)cc3)o2)cc1	-4.0%	2.8%	4.5%	0.3%	-1.3%	-8.9	-11.6%	44.6%[activator]	-0.2
N#Cc1c(-c2ccccc2)cc(-c2ccccc2)nc1SCC(=O)Nc1ccc(Cl)cc1	nt	0.0%	20.7%	55.1%[activator]	nt	nt	i	-6.4%	-7.7
O=C(CSc1nnc(Cn2nnc3ccccc32)o1)N(Cc1ccc(Cl)cc1)c1ccccc1	-10.2%	-18.8%	20.3%	-19.9%	12.7%	-9.3	-23.2%[57.5 µM]	?	-4.7
CCOC(=O)N1CCN(C(=O)c2ccc3c(c2)N(Cc2cccc(Cl)c2)C(=O)c2ccccc2S3=O)CC1 (stereo not given)	-0.8%	-18.4%	-12.9%&12.6%	-3.2%&-6.1%	-1.6%	-9.0	-7.6%&-7.6%	-14.9%&-27.8%	2.6&4.9
CN1CCN(C2=C(Cl)C(=O)c3ccccc3C2=O)CC1	-12.1%	?	7.7%	?	-1.3%	?	-36.6%[inhibitor]	?	-19.8

As entered above.
Reading for CCOC(=O)N1CCN(C(=O)c2ccc3c(c2)N(Cc2cccc(Cl)c2)C(=O)c2ccccc2S3=O)CC1 (stereo not given) under aSyn rescue: -1.6%
Reading for O=C(COc1cccc(NC(=O)c2ccco2)c1)c1ccc(F)cc1 under PTHR1 ag: -13.3%

Some of the compounds tested, so the mix of outcomes need not match the whole.
